From PubChem BioAssay
PPC-1+TRAIL kill: compounds killing PPC-1 cancer cells with TRAIL present, primary screen, TRAIL potentiator project, ATPLite luminescence, uHTS. PPC-1 cells + TRAIL, ATPLite viability luminescence. cell killing (% activity), % at 4 µM. 220,000 compounds, 0.41% hits. AID 1443, 2008;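 active means cell killing above 50% in the first pass at 4 µM, then a duplicate retest at 5 µM averaging 50% or more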;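 further: plate controls were cells with TRAIL plus DMSO for no effect and medium-only wells lacking cells for full effect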
Wee1 stabilizer: Wee1 degradation inhibitors, primary screen, cell-based, HeLa, Wee1K328M-luciferase, luminescence | AID 1321, 2008 | HeLa Luc-Wee1K328M stability; 100% = proteasome inhibitor MG132 effect | reporter increase, % at 5 µM | 220,000 compounds, 1.2% hits;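 active means activation above the mean of all tested compounds plus 3 SD, set per screening run, cut at about 8.8% in these data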;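 further: cells exposed to compound for 20 h before luminescence read; 0% = DMSO alone and 100% = MG132 at 30 µM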
BaF3 tox: parental Ba/F3 cell viability inhibition, counter-screen for JAK2V617F inhibitor project, murine pro-B, CellTiter-Glo luminescence; CellTiter-Glo ATP luminescence; inhibition, % at 5.6 µM; 220,000 compounds, 1.1% hits;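 active means inhibition above a per-campaign cutoff, the mean inhibition of all tested compounds plus 3 SD, cut at about 27% in these data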;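 further: 0% = DMSO wells and 100% = JAK Inhibitor I control wells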
Ba/F3 V617F tox: reduced viability of JAK2V617F-dependent Ba/F3 cells, primary screen, JAK2V617F inhibitor project, cell-based, Ba/F3 EpoR-JAK2V617F, luminescence; inhibition, % at 5.6 µM; ATP luminescence; 220,000 compounds, 1.1% hits; AID 1446, 2008;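 active means inhibition above the campaign mean plus 3 SD over all tested compounds, cut at about 24% in these data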;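 further: cytokine-independent growth of Ba/F3 cells driven by EpoR plus mutant JAK2; 0% = DMSO-treated cells and 100% = JAK inhibitor I control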
TRPML3 agonist: human TRPML3 channel agonists, primary screen, cell-based, HEK293 TRPML3-YFP, Fluo-8 calcium fluorescence, 3 µM | 100% = the carbachol control signal | activation, % at 3 µM | AID 1448, 2008 | 220,000 compounds, 0.29% hits;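 active means activation above its plate's cutoff, the mean activation of the plate's test wells plus 3 SD, cut at about 12% in these data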;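 further: 0% = DMSO only wells and 100% = carbachol wells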
Target sequence (Q8TDD5 whole entry, looked up): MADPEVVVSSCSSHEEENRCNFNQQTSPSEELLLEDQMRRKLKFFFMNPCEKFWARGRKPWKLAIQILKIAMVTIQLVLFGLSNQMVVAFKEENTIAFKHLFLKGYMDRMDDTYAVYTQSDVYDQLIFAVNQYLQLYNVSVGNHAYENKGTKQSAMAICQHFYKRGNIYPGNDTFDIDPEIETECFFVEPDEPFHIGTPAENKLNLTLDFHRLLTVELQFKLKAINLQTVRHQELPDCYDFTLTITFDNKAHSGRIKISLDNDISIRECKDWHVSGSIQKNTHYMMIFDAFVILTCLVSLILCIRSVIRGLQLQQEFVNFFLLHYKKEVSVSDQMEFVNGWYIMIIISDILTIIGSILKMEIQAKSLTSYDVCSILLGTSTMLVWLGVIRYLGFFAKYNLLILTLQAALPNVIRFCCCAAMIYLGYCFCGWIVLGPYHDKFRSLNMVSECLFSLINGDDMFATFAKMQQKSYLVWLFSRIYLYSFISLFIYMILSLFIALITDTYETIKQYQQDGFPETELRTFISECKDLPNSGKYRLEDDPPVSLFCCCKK
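Material: HEK293 cells stably carrying human TRPML3-YFP; compound dosing: single dose, 3 µM final nominal compound, 0.3% DMSO final; incubation: 1-h 37 °C dye load, 5-s basal, 120-s post-compound reads; technique: Fluo-8 intracellular calcium fluorescence, excitation 470-495 nm, emission 515-575 nm; read-out basis: percent activation from peak-to-basal fluorescence ratio, scaled between DMSO and carbachol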
TRPN1 ag: zebrafish TRPN1 channel agonists, primary screen, cell-based, HEK293, calcium fluorescence; transient receptor potential cation channel N1 (TRPN1/NompC), Danio rerio; HEK293 zebrafish TRPN1-YFP, Fluo-8 calcium fluorescence; 100% = response to 87 µM carbachol; activation, % at 3 µM; 220,000 compounds, 0.18% hits;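 active means activation above its plate's cutoff, the mean activation of test wells on that plate plus 3 SD, cut at about 19% in these data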;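 further: 0% = DMSO alone and 100% = 87 µM carbachol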
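Material: zebrafish TRPN1-YFP in HEK293 cells; Doses: single test compound dose, 3 µM nominal, 0.3% DMSO; Timing: dye loading 1 h at 37 °C, then 30 min room temperature; Technique: intracellular calcium fluorescence with Fluo-8; Benchmarks: high carbachol 87 µM, low DMSO alone.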
CHOP inh: inhibitors of CHOP promoter induction, primary screen, cell-based, unfolded protein response, luciferase reporter | CHO-K1 CHOP-promoter luciferase, tunicamycin-induced, 15-18 h | inhibition, % at 10 µM | 220,000 compounds, 3.8% hits | AID 2732, 2010;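 active means compounds that reduced the stress-induced luciferase reporter signal by more than about 70% of percent inhibition, limit read from the data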;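 further: 0% = tunicamycin plus vehicle and 100% = wells without tunicamycin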
RBBP9 inh: human RBBP9 inhibitors, primary screen, biochemical, fluorescence polarization, FP-Rh probe, HTS. recombinant RBBP9. inhibition, % at 7.94 µM. 220,000 compounds, 0.2% hits;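 active means inhibition above the campaign mean of all tested compounds plus 3 SD, cut at about 14% in these data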;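 further: plate controls were DMSO wells with RBBP9 for no effect and wells lacking RBBP9 protein for full effect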
Target sequence (O75884 whole entry, looked up): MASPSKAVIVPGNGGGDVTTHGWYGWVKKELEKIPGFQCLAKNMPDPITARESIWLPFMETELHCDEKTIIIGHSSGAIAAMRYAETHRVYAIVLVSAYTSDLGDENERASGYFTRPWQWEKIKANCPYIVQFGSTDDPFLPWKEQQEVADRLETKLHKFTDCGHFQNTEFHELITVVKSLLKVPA
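System: RBBP9 protein / Quantity: 2.5 µM RBBP9 dispensing solution, before mixing / Also added: Serine-hydrolase probe FP-Rh, 375 nM pre-mixing / Dosing: 7.94 µM single dose, 0.794% DMSO / Timing: enzyme-compound preincubation 30 min, then probe labeling 45 min, 25 °C / Signal: FP readout at 525/598 nm / Controls: DMSO-treated enzyme wells and wells lacking RBBP9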
TNF death inh: inhibitors of TNF-alpha triggered necroptosis, primary screen, cell-based, Jurkat FADD-/-, single concentration. Jurkat FADD-/- TNF necroptosis rescue, ATP luminescence, 24 h; 0 = TNF only, 100 = no-TNF cells. activation (protection from cell death), % at 10 µM. 220,000 compounds, 0.068% hits. AID 463075, 2010;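 active means activation, meaning protection from cell death, of at least 50% relative to plate controls; inactive means activation below 50%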;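 further: necroptosis triggered by 40 ng/mL TNF-alpha added together with compound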
* hit, by the source's call; / = not tested or not shown; [ ] = dose if it differs, or a comment. Rows are unselected (roughly 6.8% active in at least one column).

SMILES	PPC-1+TRAIL kill	Wee1 stabilizer	BaF3 tox	Ba/F3 V617F tox	TRPML3 agonist	TRPN1 ag	CHOP inh	RBBP9 inh	TNF death inh
CC1=CC2=NC(=O)CC(C)(C(=O)N(CC(=O)NC(C)C)C3CCCC3)N2C=C1 (stereo not given)	-4	-1	1	-1	-0.3	0.6	15	-13	-0.1
CCc1nnc(NC(=O)Cc2sc(C)nc2-c2ccc(C)cc2)s1	-12	1	-1	-1	0.1	0.3	20	-2	0.0
Cc1cc(=O)nc2c3ccccc3n(C(C)C(=O)Nc3cc(F)ccc3F)n12 (stereo not given)	-2	-4	-3	-3	-0.2	-0.8	14	3	6.8
CC(C)C(NC(=O)OC(C)(C)C)C(=O)NC(CCC(=O)OCc1ccccc1)C(N)=O (stereo not given)	14	-1	4	3	0.3	1.6	-1	-12	0.2
CCCNC(=O)c1ccccc1NC(=O)c1ccc(CSc2ccccc2)cc1	14	0	6	0	1.8	2.1	-11	-29	-1.5
Cc1onc(-c2ccccc2Cl)c1C(=O)Nc1nc2c(s1)CCCC2	8	1	-3	-3	-0.8	-1.5	-24	1	-0.7
CCCC1Cc2[nH]c(=O)c(C#N)cc2CO1 (stereo not given)	10	-1	0	0	0.5	0.5	3	-10	1.3
COc1ccc(N2CCN(C(=O)C(Cc3ccccc3)n3cccc3)CC2)cc1 (stereo not given)	82*	-2	6	2	-1.2	1.6	60	-3	-1.0
COc1cc(C)nc(SCC(N)=O)n1	16	6	7	3	-0.5	0.4	14	-10	-0.9
COc1ccccc1N1CCN(/N=C/C=C\c2ccco2)CC1	1	24*	2	0	-1.1	0.3	-18	-6	-1.4
N/C(=N\OC(=O)c1ccc(Cl)cc1Cl)c1ccccc1	65*[5 µM]	1	6	1	1.6	1.4	41	-8	-2.7
Cc1nn(C)cc1CN(C)Cc1c(C(=O)N(C)Cc2ccccc2)nc2ccccn12	14	1	3	1	0.8	0.4	3	2	0.7
COc1ccc(N/N=C(\C#N)C(N)=O)cc1	1	3	8	5	0.9	0.5	-3	-4	1.6
O=C1CCCN2N=C(SCC(=O)Nc3nccs3)SC2=N1	6	1	-1	-2	1.4	-1.0	-6	2	0.3
Cc1ccc(S(=O)(=O)N2CCCC(C(=O)NCc3cccnc3)C2)cc1Cl (stereo not given)	10	4	3	7	1.7	1.9	88*	7	-2.4
COc1ccc(NC(=O)CC(NCCc2ccccc2)C(=O)O)c(OC)c1 (stereo not given)	-14	-2	1	4	-0.3	1.1	27	-8	0.1
CC1=C(C(=O)OCc2ccccc2)C(c2ccc(C#N)cc2)NC(=O)N1CCCC(=O)O (stereo not given)	4	1	1	-3	0.4	0.7	2	-9	1.5
CCN(C(=O)CSc1nnc(-c2c[nH]c3ccccc23)o1)C1CCS(=O)(=O)C1 (stereo not given)	/	-2	0	0	0.7	1.8	-12	-9	0.0
CC1(C)N([O-])C2=C(CCCC2)[N+]1=O	18	-1	3	-1	1.1	1.3	-5	-12	0.0
Cc1cccc(Nc2ncccc2C(=O)O)c1C	10	-1	0	-1	-0.8	-0.9	24	4	-2.0
CNC(=O)[C@H](C)[C@@H]1C[C@@]1(C)[C@@H](NC(=O)OCc1ccccc1)c1ccccc1	10	1	9	2	0.2	2.0	8	-7	-1.5
COc1cc(-c2nc3ccccc3s2)ccc1O	13	2	2	-2	-0.6	-1.0	15	-1	-1.6
COc1ccccc1CNC(=O)c1ccc(CS(=O)(=O)c2ccccc2OC)o1	12	2	3	1	1.2	-0.5	29	-4	-3.0
O=C(CN1C(=O)CCC1=O)Nc1nc(-c2ccc3ccccc3c2)cs1	19	-4	5	-1	2.8	7.1	34	-10	-0.6
CC12CN(NC(=O)c3ccccc3F)C3(C#N)CC1CCC23C (stereo not given)	2	-2	90*	5	0.9	0.1	-5	-1	1.4

(next part)
SMILES	PPC-1+TRAIL kill	Wee1 stabilizer	BaF3 tox	Ba/F3 V617F tox	TRPML3 agonist	TRPN1 ag	CHOP inh	RBBP9 inh	TNF death inh
CCOc1ccc(C(=O)NC(=S)NCc2cccnc2)cc1	11	1	4	0	-1.4	0.5	-21	-5	-0.3
CCOC(=O)CSC1=C(C#N)C(c2ccc(OC)cc2)C2=C(CC(C)(C)CC2=O)N1 (stereo not given)	25	0	6	4	-0.3	0.6	-18	-17	-3.4
CCOC(=O)CNc1nc(Cl)nc(Nc2ccccc2)n1	6	0	3	-2	0.3	-0.2	-35	2	1.6
O=C(Oc1ccc(O)cc1)C12CC3CC(CC(C3)C1)C2	39	0	5	0	0.4	1.2	106*	-7	-12
CCOC(=O)/C(=C/Nc1ccc(F)cc1)[N+](=O)[O-]	6	-2	-4	-5	1.2	0.4	-2	-1	0.4
C/C(=N/OCC(=O)NCCCCCCNC(=O)CO/N=C(/C)c1cccs1)c1cccs1	21	1	8	3	-0.2	0.3	-7	-8	0.8
CCS(=O)(=O)c1ccc(NC(=O)c2ccccc2Cl)c(O)c1	25	2	7	1	0.4	2.6	36	-2	6.6
Cc1cc(NC(=O)CSc2ccc(-c3nc4cc(C)c(C)cc4[nH]3)cn2)no1	59*[5 µM]	2	1	-4	-0.1	-1.0	104*	-4	-2.2
COc1cc(/C=N/Nc2ccc(S(N)(=O)=O)cc2)cc(OC)c1OC	16	-1	7	-1	0.8	1.0	4	-10	-2.4
CC(=O)c1cccc(NC(=O)N2CCCC2C(=O)NCc2ccc3c(c2)OCO3)c1 (stereo not given)	/	-1	6	0	0.2	1.0	12	-12	0.1
O=S(=O)(NCCNc1ncc(C(F)(F)F)cc1Cl)C(F)(F)F	-3	3	9	4	14*	15	1	-4	-0.7
O=C(NCc1ccccn1)C(C(=O)c1cccc([N+](=O)[O-])c1)n1cc(Cl)ccc1=O (stereo not given)	6	3	-3	-3	0.4	-0.6	-6	-8	0.6
Cc1ccc(NC(=O)c2oc3ccc(S(=O)(=O)N4CCC5(CC4)OCCO5)cc3c2C)cc1C	22	-1	2	1	1.1	-0.4	30	-7	-14
Cn1c(SCC(=O)Nc2ccc(N3CCOCC3)cc2)nnc1-c1ccccc1	-2	-1	4	2	0.5	-1.4	17	-14	-1.0
COc1cc(C)c(S(=O)(=O)N2CCOCC2)cc1C	-21	1	4	4	0.8	-1.4	11	3	-0.4
O=C(NC1CCCCC1)C(=S)N1CCCC1	7	0	7	2	0.6	1.0	11	1	-0.2
COc1ccc(C)cc1NC(=O)C1CCCN(S(=O)(=O)c2cccc3nonc23)C1 (stereo not given)	27	2	3	3	-0.2	-0.5	2	-1	-1.7
CCOC(=O)c1cnc2c(c(C)nn2C)c1Oc1ccc(OC)cc1	-7	1	-3	-5	-1.1	-2.4	19	6	6.0
Cc1ccccc1OCC(=O)Nc1nnc(-c2ccco2)s1	1	6	2	0	0.5	-0.8	4	-7	-0.8
COCCN1C(=O)c2oc3cc(C)c(C)cc3c(=O)c2C1c1cccc(O)c1 (stereo not given)	/	3	2	-3	-0.4	0.1	/	-9	0.9
CC(=O)c1ccc(N2C(=O)[C@@H]3C(C(=O)CCN4C(=O)c5ccccc5C4=O)=NN[C@@H]3C2=O)cc1	-10	3	5	2	0.8	1.4	-41	2	0.8
CC(CC(=O)O)CC(=O)Nc1nncs1 (stereo not given)	-1	-1	5	-4	-0.1	-0.8	-16	10	1.9
O=C1c2ccccc2NC(c2cn[nH]c2-c2ccc(Cl)cc2)N1O (stereo not given)	23	-4	4	0	0.4	-1.2	15	-8	-0.2
O=c1oc2ccccc2cc1-c1csc(Nc2nc3c(F)cccc3s2)n1	-1	-2	1	-6	1.2	-0.8	-25	7	0.6
CCOC(=O)Cc1csc(NC(=O)Cc2ccc([N+](=O)[O-])cc2)n1	10	1	7	0	1.0	2.6	7	1	2.0
Cc1cc(N2CC(C(=O)NCc3cccnc3)CC2=O)ccc1C(C)C (stereo not given)	14	-2	-2	-3	0.1	-1.6	8	-2	-0.2
O=S(=O)(NC1CCCCC1NS(=O)(=O)c1ccc(F)cc1)c1ccc(F)cc1 (stereo not given)	11	3	4	4	-0.1	-1.2	23	-12	-0.9
Cc1onc(-c2c(F)cccc2Cl)c1C(=O)NCc1cccs1	25	0	3	2	-0.5	-0.6	-27	-5	-1.4

A draw from above in order of formula weight, rising.
SMILES	PPC-1+TRAIL kill	Wee1 stabilizer	BaF3 tox	Ba/F3 V617F tox	TRPML3 agonist	TRPN1 ag	CHOP inh	RBBP9 inh	TNF death inh
COc1cc(C)c(S(=O)(=O)N2CCOCC2)cc1C	-21	1	4	4	0.8	-1.4	11	3	-0.4
CCOC(=O)CNc1nc(Cl)nc(Nc2ccccc2)n1	6	0	3	-2	0.3	-0.2	-35	2	1.6
CCOc1ccc(C(=O)NC(=S)NCc2cccnc2)cc1	11	1	4	0	-1.4	0.5	-21	-5	-0.3
CCS(=O)(=O)c1ccc(NC(=O)c2ccccc2Cl)c(O)c1	25	2	7	1	0.4	2.6	36	-2	6.6
CCOC(=O)c1cnc2c(c(C)nn2C)c1Oc1ccc(OC)cc1	-7	1	-3	-5	-1.1	-2.4	19	6	6.0
O=c1oc2ccccc2cc1-c1csc(Nc2nc3c(F)cccc3s2)n1	-1	-2	1	-6	1.2	-0.8	-25	7	0.6
CC(=O)c1cccc(NC(=O)N2CCCC2C(=O)NCc2ccc3c(c2)OCO3)c1 (stereo not given)	/	-1	6	0	0.2	1.0	12	-12	0.1
Cn1c(SCC(=O)Nc2ccc(N3CCOCC3)cc2)nnc1-c1ccccc1	-2	-1	4	2	0.5	-1.4	17	-14	-1.0
O=C(NCc1ccccn1)C(C(=O)c1cccc([N+](=O)[O-])c1)n1cc(Cl)ccc1=O (stereo not given)	6	3	-3	-3	0.4	-0.6	-6	-8	0.6
C/C(=N/OCC(=O)NCCCCCCNC(=O)CO/N=C(/C)c1cccs1)c1cccs1	21	1	8	3	-0.2	0.3	-7	-8	0.8
